Assay outcomes (PubChem BioAssay)
697 NFkB inh: inhibitors of PMA/ionomycin-induced NF-kB reporter, 697 cells, primary screen, B-cell NF-kB inhibitor project, cell-based, luminescence, uHTS. 697 B-cell NF-kB luciferase reporter, 16 h. inhibition, % at 4 µM. hit rate 0.33% among 330,000. AID 435022, 2010; in the data active means inhibition above about 35%
APJ antagonist: antagonists of human apelin receptor APJ, primary screen, CHO-K1 cells, beta-arrestin complementation, luminescence | hit rate 0.32% among 330,000 | inhibition, % at 20 µM | P35414 | AID 2521, 2010;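 active means inhibition above about 40% at 20 µM, limit read from the data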;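 further: cells challenged with 10 nM apelin-13 agonist together with compound; plate controls were apelin-13 plus DMSO wells for no effect and DMSO wells lacking apelin-13 for full effect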
EBI2 antag: EBI2 receptor antagonists, beta-arrestin recruitment, primary screen, cell-based, luminescence, 7a,25-OHC stimulation, uHTS; 7a,25-OHC stimulated; hit rate 0.81% among 360,000; G-protein coupled receptor 183 (Homo sapiens), P32249; AID 651636, 2012; inhibition, % at 5 µM; in the data active means inhibition above about 38%;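 further: enzyme fragment complementation signal reports receptor beta-arrestin coupling in cells; 0% = agonist plus DMSO wells and 100% = wells without agonist; some results beyond the cut were filed as inactive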
CCR6 antagonist: CCR6 receptor antagonists, primary screen, cell-based, CHO-K1, luminescence, beta-arrestin, uHTS. C-C chemokine receptor type 6 (Homo sapiens), P51684. CHO-K1 CCR6 PathHunter beta-arrestin, CCL20-stimulated. inhibition, % at 20 µM. hit rate 0.49% among 340,000;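 active means compounds whose inhibition of the agonist-driven luminescence signal at 20 µM reaches about 50%, limit read from the data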;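 further: cells stimulated with CCL20 at 14 nM final; plate controls were DMSO with CCL20 for no effect and DMSO without agonist for full effect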
Target sequence (P51684 whole entry, looked up): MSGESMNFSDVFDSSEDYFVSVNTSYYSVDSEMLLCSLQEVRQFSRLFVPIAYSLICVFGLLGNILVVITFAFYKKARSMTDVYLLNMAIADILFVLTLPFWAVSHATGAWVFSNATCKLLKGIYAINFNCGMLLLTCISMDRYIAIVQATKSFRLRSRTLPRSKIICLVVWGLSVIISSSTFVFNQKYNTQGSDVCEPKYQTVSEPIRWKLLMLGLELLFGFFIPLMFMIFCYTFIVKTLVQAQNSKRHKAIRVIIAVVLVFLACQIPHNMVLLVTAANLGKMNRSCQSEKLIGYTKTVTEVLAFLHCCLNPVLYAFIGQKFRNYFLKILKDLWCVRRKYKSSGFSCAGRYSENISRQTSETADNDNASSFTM
Gli-Sufu antag: Gli-Sufu pathway antagonists, primary screen, luciferase luminescence, Sufu-KO-LIGHT cells, uHTS; Sufu-KO-LIGHT fibroblasts, Gli luciferase reporter luminescence; hit rate 0.74% among 340,000; inhibition, % at 5 µM;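 active means inhibition above about 55%, limit read from the data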;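 further: 0% = DMSO-treated cells and 100% = wells with medium but no cells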
UBC13 inh: UBC13 polyubiquitin chain formation inhibitors, primary screen, biochemical, TR-FRET, uHTS; AID 485273, 2010; inhibition, % at 20 µM; Ubiquitin-conjugating enzyme E2 N (Homo sapiens), P61088; hit rate 0.47% among 330,000; in the data active means inhibition above about 45%, passing the limit was not always enough
Target sequence (P61088 whole entry, looked up): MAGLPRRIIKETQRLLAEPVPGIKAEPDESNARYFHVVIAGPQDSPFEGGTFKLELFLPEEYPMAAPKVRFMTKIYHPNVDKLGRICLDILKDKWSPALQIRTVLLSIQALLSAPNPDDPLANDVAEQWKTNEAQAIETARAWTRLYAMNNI
CXCR6 inh: CXCR6 receptor inhibitors, primary screen, cell-based, beta-arrestin, luminescence, CHO-K1 PathHunter, 1536-well; C-X-C chemokine receptor type 6 (Homo sapiens), O00574; inhibition, % at 20 µM; hit rate 0.36% among 360,000; in the data active means inhibition above about 34%, passing the limit was not always enough;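 further: antagonist mode with CXCL16 agonist at 10 nM final; 0% = 10 nM CXCL16 with DMSO and 100% = unstimulated wells without agonist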
Target sequence (O00574 whole entry, looked up): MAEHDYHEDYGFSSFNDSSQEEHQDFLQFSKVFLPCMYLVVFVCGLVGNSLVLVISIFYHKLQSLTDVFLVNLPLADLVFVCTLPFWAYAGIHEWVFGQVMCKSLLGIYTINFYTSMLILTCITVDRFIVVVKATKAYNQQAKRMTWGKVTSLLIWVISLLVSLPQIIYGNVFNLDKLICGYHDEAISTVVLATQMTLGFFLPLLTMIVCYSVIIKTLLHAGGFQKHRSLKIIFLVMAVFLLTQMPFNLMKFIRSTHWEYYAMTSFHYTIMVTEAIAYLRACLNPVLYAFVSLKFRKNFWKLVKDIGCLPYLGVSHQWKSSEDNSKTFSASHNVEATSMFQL
Jurkat NFkB inh: inhibitors of induced NF-kB luciferase reporter, primary screen, TCR NF-kB activation inhibitor project, cell-based, luminescence, uHTS; Jurkat, PMA/ionomycin-induced NF-kB luciferase reporter; inhibition, % at 4 µM; hit rate 0.53% among 330,000; in the data active means inhibition above about 50%
The depositor's hits bear a star; · = no result given.

Compound,697 NFkB inh,APJ antagonist,EBI2 antag,CCR6 antagonist,Gli-Sufu antag,UBC13 inh,CXCR6 inh,Jurkat NFkB inh
Cc1ccc(-n2c(SCC(=O)NCCN3C(=O)CSC3=O)nnc2-c2ccccc2)cc1C,25,-3,14,0,0,10,5,11
O=C(C1CC(=O)N(c2ccc(F)cc2)C1)N1CCN(c2ccc(F)cc2)CC1 (centres undefined),11,8,5,15,1,-2,-2,19
O=C(COc1ccccc1)NNc1nc2ccccc2s1,-73,-3,2,-1,-4,-11,-12,-18
Cc1cc(NC(=O)c2ccccc2Cl)ccc1NC(=O)c1ccccc1Cl,10,5,-4,9,-2,0,1,16
Nc1nc(N)nc(-c2cccc(Cl)c2)n1,-21,3,-9,-4,-47,7,-19,-27
O=C(NCCSc1ccccc1)c1ccccc1F,·,·,-6,7,-109,·,-2,·
CON(C)C(=O)CCN(C(=O)OC(C)(C)C)c1ccccc1,-13,9,-6,-4,-15,-5,10,1
CN(c1ccccc1C(=O)Nc1ccccc1-c1ccccc1)S(C)(=O)=O,-4,15,-2,12,-1,9,3,-10
Cc1ccccc1-c1nnc(SCC(=O)N2CCCC2)o1,-32,-3,-5,6,-1,1,2,-66
CCOc1ccc(S(=O)(=O)N2CCCCC2)c(C)c1C,·,·,4,13,4,·,2,·
NC(=O)c1ccccc1NC(=O)CN1CCOCC1,9,4,1,6,2,-4,4,-10
CN(CC(=O)NCCN1CCCCCC1)S(=O)(=O)c1cccc2nsnc12,6,4,-5,10,3,-4,-3,-8
O=C(Cc1ccccc1F)Nc1ccc(SC(F)F)cc1,-151,-9,4,-10,-73,7,-1,-119
CCOC(=O)c1c(NC(=O)CSc2nnnn2C)sc(CC)c1C,-27,5,-1,14,6,4,-1,11
COc1ccc(-c2ccc(CCC(=O)O)n2CC(=O)Nc2ccccc2C)cc1,-5,-7,7,1,-9,1,-4,-8
CCOc1ccc(/C=N/NC(=O)COc2ccccc2-c2ccccc2)cc1,-9,-6,-3,-8,-1,0,-1,16
COc1ccc(NC(=S)N2CCN(c3ncccn3)CC2)cc1,8,9,3,-3,-7,5,-3,-11
Cc1nnc(NC(=O)CSc2n[nH]c(-c3ccccc3C)n2)s1,15,8,-10,3,20,1,2,0
COc1ccc(C(=O)N/N=C\c2ccoc2)cc1,-7,-45,-8,-3,-1,0,2,-1
CC(NS(=O)(=O)OCC(Cl)(Cl)Cl)c1ccc(Br)cc1 (centres undefined),20,4,2,4,-7,9,6,8
CC(=O)N=c1c(C#N)cc2c(=O)n3cccc(C)c3nc2n1Cc1ccco1,2,9,-1,14,7,-13,0,-8
CC(Nc1cc(N2CCN(C(=O)C(C)(C)C)CC2)ccc1[N+](=O)[O-])c1ccccc1 (centres undefined),3,11,31,-9,5,-17,26,7
CCCC1C(=O)N2C(N(C)C)=Nc3ccc(C)cc3N2C1=O (centres undefined),4,8,-5,12,-34,-21,-5,-8
CCOc1ccc2nc(-c3ccccc3)nc(SCC(=O)OC)c2c1,3,7,0,-4,-8,0,8,5
C=CCNC(=O)c1ccc(OC)cc1OC,1,7,-9,4,6,-4,3,-2
COc1ccc(CCNC(=O)C(=O)NCC2OCCN2S(=O)(=O)c2ccc(F)cc2)cc1OC (centres undefined),-2,-10,0,4,-5,-10,4,-1
CC(C)(C)c1ccc(NC(=O)Cn2cnc3cc([N+](=O)[O-])ccc3c2=O)cc1,-2,-65,-3,-20,-1,-6,-9,-8
CCCCCCCCCC[N+](C)(C)CC/C=C1/c2ccccc2Sc2ccc(Cl)cc21,0,12,-1,-4,16,107*,49*,0
COc1ccc(/C(N)=N/OC(=O)/C=C/c2ccccc2)cc1,-9,-9,-9,-3,-6,7,-11,-14
O=C1OC[C@H]2CCCN2C(=O)[C@@H](CC(=O)N(CCO)Cc2ccccc2)C/C=C\CC[C@@H]1Cc1ccc(F)cc1,5,3,4,1,6,11,9,-6
COc1ccc2c(c1)c(CC(=O)Nc1ccc(C(C)=O)cc1)c(C)n2C(=O)c1ccc(Cl)cc1,-24,-16,19,-3,0,0,11,2
COc1ccc(N2C(=O)C(CC(=O)Nc3ccccc3)N(Cc3ccc4c(c3)OCO4)C2=O)cc1 (centres undefined),10,-8,-1,-5,3,1,-1,13
Cc1ccc(S(=O)(=O)N2C[C@@H]3c4ccccc4N(S(=O)(=O)c4ccc(C)cc4)[C@@H]3[C@@H](C)C2CC(=O)c2ccccc2)cc1 (some centres undefined),26,·,-1,24,48,·,8,·
CCNc1nc(Oc2ccc(C#N)cc2)cc(C(F)(F)F)n1,4,-8,-6,3,13,7,3,12
O=C(O)c1cccc(CN2C(=O)S/C(=C/c3ccccc3[N+](=O)[O-])C2=O)c1,-3,-13,-7,4,7,-15,1,-2
COc1cccc(NC(=O)CN2CCN(CC(=O)Nc3ccccc3Cl)CC2)c1,8,-15,6,4,11,12,-3,-9
O=C(Nc1nnc(C2CC2)s1)c1n[nH]c(=O)c2ccccc12,-3,-2,-5,9,-1,-7,-1,7
COc1ccc(-c2cc(=O)oc3cc(OCC(=O)Nc4ccccn4)ccc23)cc1,-29,1,8,-3,-22,-1,-8,13
O=C(O)c1ccc(NC(=O)c2cccc(N3C(=O)C4C5CCC(C5)C4C3=O)c2)cc1 (centres undefined),-17,-17,-13,3,-2,-7,0,4
CC1(C)CC(=O)C(CS(=O)(=O)c2ccccc2)=C(O)C1,6,4,-12,10,-11,-11,7,-1
CCC(C)(C)NC(=O)C(c1cccn1C)N(Cc1ccc(C)cc1)C(=O)Cn1nnc2ccccc21 (centres undefined),8,-11,3,20,-3,-17,-5,0
Cc1c(NC(=O)C(C)N2C(=O)C3CCCCC3C2=O)c(=O)n(-c2ccccc2)n1C (centres undefined),0,2,4,-6,5,6,-3,-7
O=C(CN1C(=O)c2ccccc2C1=O)NCC1CCCO1 (centres undefined),15,-2,-4,-7,2,-1,1,14
CN1CCN(c2ccccc2NC(=O)COc2ccc(Br)cc2)CC1,-5,-5,-2,22,11,8,-6,0
COc1cnc(SCc2ccc(Cl)cc2)nc1Cl,-12,7,-5,-13,5,8,-4,-14
O=C(Nc1cccc(-c2nc3ncccc3o2)c1)c1sc2cc(Cl)ccc2c1Cl,-12,-19,-3,-5,-28,18,-4,-3
CCOC(=O)C1CCN(C(=O)COc2ccc(S(=O)(=O)NC(C)(C)C)cc2)CC1,-3,17,-3,0,-6,1,-5,2
O=S(=O)(NCc1ccc(Cl)cc1)NCc1ccc(Cl)cc1,0,9,16,-10,5,5,-2,7
COc1ccccc1/C=C/CN1CC(C)OC(C)C1 (centres undefined),10,24,-2,4,-15,-8,10,-5
CC(=O)Nc1nc(N(C)C)nc(N(C)C)n1,10,2,-16,-8,8,6,4,-18
CC(C)C(=O)Nc1ccc(NC(=O)c2ccc([N+](=O)[O-])cc2Cl)cc1,5,-6,-3,11,-10,2,-6,-12
COc1ccc(CCNC(=O)Cn2c(=O)cnc3ccccc32)cc1,-9,9,7,4,3,3,2,-1
CCOC(=O)c1[nH]c2ccc(OCC)cc2c1NC(=O)CN1CCN(c2ccccn2)CC1,17,-5,-22,24,6,14,9,5
O=C(CSc1nnc(-c2ccncc2)o1)N1CCCCCC1,·,·,-3,9,-12,·,0,·
COc1cc(/C=C/C(=O)OCC(=O)N2CC(=O)Nc3ccccc32)ccc1O,20,1,-16,3,8,-4,-5,1
Cc1cccc(C)c1OC(=O)CN(c1ccc(Cl)cc1)S(C)(=O)=O,-4,11,17,11,10,-1,-1,10
O=S(=O)(c1ccc2c(c1)CCN2)N1CCOCC1,1,10,-8,1,1,3,-7,-6
CS(=O)(=O)N(CC(=O)NC1CCCC1)c1cccc(F)c1,-21,-1,-6,-8,-1,-5,-2,-4
Cc1cccc(NC(=O)c2ccc(-n3cccn3)c([N+](=O)[O-])c2)c1,-43,10,11,23,-5,-10,-10,-14
Cc1ccc(NC(=O)CN2CCOCC2)cc1,-7,18,-1,2,20,2,2,-7

Remaining list, next part.
Compound,697 NFkB inh,APJ antagonist,EBI2 antag,CCR6 antagonist,Gli-Sufu antag,UBC13 inh,CXCR6 inh,Jurkat NFkB inh
C/C(Cc1ccccc1)=N\NC(=O)c1ccccn1,9,0,-5,10,23,-1,-2,-2
CCc1ccc2nc(N=C(N)N)nc(C)c2c1,14,-2,5,3,-16,-2,2,11
COc1cc(CNc2ccc3[nH]c(=O)[nH]c3c2)cc(Br)c1OCc1ccccc1F,5,-19,3,-7,17,2,-7,14
COc1ccc(N2CC(NC(=O)NC(C)(C)C)CC2=O)cc1 (centres undefined),-5,15,13,6,-2,4,4,9
CCOC(=O)c1ccc(NC(=O)Cn2ccc([N+](=O)[O-])n2)cc1,12,-10,-9,-9,7,0,9,0
CCCCOc1ccc(C(=O)NCC(=O)N(C)Cc2nc3ccccc3c(=O)[nH]2)cc1,28,19,-11,11,-9,5,-1,5
O=C(O)C1CCN(C(=O)c2ccco2)CC1,17,8,0,-2,-1,0,7,9
COc1ccc(CC(=O)Nc2ccc(OC)c(NC(=O)c3ccco3)c2)cc1,23,1,2,-2,-10,-3,-3,11
Cc1ccc(OC(=O)c2cccc(S(=O)(=O)N3CCN(C)CC3)c2)c(Br)c1,-5,-2,-6,-3,-2,-2,-2,1
CCCCNC(=O)COC(=O)c1cc(C)oc1C,5,7,1,15,-2,-17,-14,3
O=C(/C=C/CCc1ccc2c(c1)OCO2)N1CCCCC1,14,12,3,13,-8,-2,0,-6
CCn1c(SCC(=O)Nc2nc3ccc(OC)cc3s2)nnc1-c1ccoc1C,-16,-2,-2,9,-28,1,0,-24

Looked up by structure from the entries so far, 2 records:
Compound,697 NFkB inh,APJ antagonist,EBI2 antag,CCR6 antagonist,Gli-Sufu antag,UBC13 inh,CXCR6 inh,Jurkat NFkB inh
O=C(O)C1CCN(C(=O)c2ccco2)CC1,17,8,0,-2,-1,0,7,9
CCCCOc1ccc(C(=O)NCC(=O)N(C)Cc2nc3ccccc3c(=O)[nH]2)cc1,28,19,-11,11,-9,5,-1,5

Continuation:
Compound,697 NFkB inh,APJ antagonist,EBI2 antag,CCR6 antagonist,Gli-Sufu antag,UBC13 inh,CXCR6 inh,Jurkat NFkB inh
COc1c(F)c(F)c(C(=O)Nc2ccc(N3CCN(C(C)=O)CC3)c(Cl)c2)c(F)c1F,-1,8,15,6,-5,2,-3,4
CCCn1cc(CN2CCCC(C(=O)c3ccc4c(c3)OCO4)C2)c(C)n1 (centres undefined),2,15,2,18,26,4,-1,9
O=C(Nc1ccccn1)C1CCN(S(=O)(=O)c2ccc(Cl)cc2)CC1,-31,-35,-11,1,-14,0,-3,-12
Cc1cnc(=O)[nH]c1SCc1ccc(C(F)(F)F)cc1,-13,17,1,9,1,3,-3,-1
COC(=O)CSc1nc2sc3c(c2c(=O)n1C1CCCCC1)CCN(C)C3,19,5,·,·,·,8,·,8
O=C(c1cc(S(=O)(=O)N2CCCC2)c(Cl)cc1Cl)N1CCCC1,13,18,12,6,16,2,2,-3
CN(CC(=O)Nc1cccc(F)c1)CC(=O)Nc1cccc(S(=O)(=O)N2CCCCCC2)c1,-5,-11,10,12,2,23,-7,3
Cc1ccc(S(=O)CCNC(=O)Cc2ccc(Cl)cc2)cc1 (centres undefined),12,-4,32,-5,5,7,10,0
CCC(=O)NC(=S)Nc1ccc(NC(=O)c2cccnc2)cc1,19,9,-12,5,3,7,8,7
COc1ccc(Cl)cc1C(=O)N1CCN(c2ccccn2)CC1,20,12,3,8,0,4,-13,6
